All columns: NCI-60 one-dose screen, growth in % after 48 h at 10 µM unless noted; 100 = growth as untreated, 0 = no growth, -100 = all killed.
NCI/ADR-RES: NCI/ADR-RES ovarian cells | 81,000 tested, 4.4% active
SK-OV-3: SK-OV-3 ovarian cancer cells; 80,000 tested, 3.2% active; AID 1794785
OVCAR-4: OVCAR-4 ovarian cancer cells; 80,000 tested, 3.7% active
IGROV1: IGROV1 ovarian cancer | 79,000 tested, 4.7% active | AID 1794786
OVCAR-5: OVCAR-5 ovarian cancer. 82,000 tested, 2.9% active
OVCAR-8: OVCAR-8 ovarian cancer; 81,000 tested, 4.4% active; AID 1794782
OVCAR-3: OVCAR-3 ovarian cancer; 79,000 tested, 7% active
DU-145: DU-145 prostate cancer; 81,000 tested, 4.2% active; AID 1794760
* marks the source's active call; other numbers are inactive results; · = not tested or not shown; & = joins results of further samples; [ ] = dose if it differs, or a comment. Rule for the calls: active = growth percent below 10; inactive = the rest. Compounds as they come, and some 9.5% of all compounds hit somewhere here.

1: NC(=S)Nc1ccccc1Cl
2: CC[N+](CC)(CCCC(C)[N+]1(Cc2ccccc2)C(C)=CC=C1C)Cc1ccccc1 (stereo not drawn)
3: CC/C=C/CC
4: C=C1c2nc3ccccc3n2C=C(c2ccc(OC)cc2)N1Cc1ccc(Cl)cc1
5: O=C(Nc1ccc(OS(=O)(=O)c2ccc(F)cc2)cc1)C12CC3CC(CC(C3)C1)C2
6: Cn1cnc2c(Cl)ncnc21
7: Cc1ccc(C(=O)c2ccc(CC(=O)NN3C(=O)c4ccccc4C3=O)n2C)cc1
8: Nc1cc(C(F)(F)F)c(-c2cc(N3CCOCC3)nc(N3CCOCC3)n2)cn1

Compound,1,2,3,4,5,6,7,8
NCI/ADR-RES,97,98,113,84,60,107,99,-20*
SK-OV-3,89,101,107,90,75,99,109,-55*
OVCAR-4,96,62,91,101,54,105,101,-12*
IGROV1,106,62,110,80,90,109,99,-45*
OVCAR-5,103,88,106,104,100,90,94,-17*
OVCAR-8,95,101,92,91,72,94,99,-24*
OVCAR-3,111,64,115,98,78,108,107,-9.7*
DU-145,115,101,120,93,87,112,108,3.1*

9: COC(=O)c1cccc2c1C(=O)c1cc([N+](=O)[O-])ccc1-2
10: CC(=O)n1cc(C2CC(=O)OC3=C2C(=O)CCC3)c2ccccc21 (stereo not drawn)
11: CC[C@]12C=CCN3CC[C@@]4(c5ccc(OC)cc5N(C)[C@H]4[C@@](O)(C(=O)OC)[C@@H]1OC(=O)CCC[P+](c1ccc(OC)cc1)(c1ccc(OC)cc1)c1ccc(OC)cc1)[C@@H]32
12: O=C(CCCN1CCC(O)(c2ccc(Cl)cc2)CC1)c1ccc(F)cc1
13: CC1CC(C#N)C(=O)O1 (stereo not drawn)
14: CCN(CCO)CCNc1ccc(C)c2sc3cc(Cl)ccc3c(=O)c12
15: NC(N)=NCCCCCNc1noc(Cc2c[nH]c3ccccc23)n1
16: O=c1oc2ccc(OS(=O)(=O)c3ccccc3)cc2c2c1CCCCCC2

Compound,9,10,11,12,13,14,15,16
NCI/ADR-RES,100,100,80,102&97,95,45,101,87
SK-OV-3,99,99,-85*,105&124,104,62,101,102
OVCAR-4,101,118,-75*,115&106,93,71,89,83
IGROV1,106,108,-92*,110,107,57,89,102
OVCAR-5,101,101,-96*,97&94,92,64,98,83
OVCAR-8,94,97,-86*,101&101,99,39,102,98
OVCAR-3,100,126,-74*,103&104,104,39,104,106
DU-145,109,118,-75*,123&112,110,17,117,100

17: COc1cc(C2=NNC(c3ccc(Oc4ccc(Br)cc4)cc3)C2)cc(OC)c1OC (stereo not drawn)
18: Cc1cc(=O)oc2cc(OC(=O)CN3CCOCC3)ccc12
19: CCCC(C)C(C(=O)OCC)C(=O)OCC (stereo not drawn)
20: C#CCOc1cccc(Nc2c(Cl)c(CCl)nc3ccc(Oc4ccccc4)cc23)c1
21: O=C(Oc1ccc(CCl)cc1)c1ccccc1
22: Nc1ncnc2c1ncn2[C@@H]1C=C[C@H](CO)[C@H]1CO
23: CCCCn1cnc2c(SCc3ccc(Br)cc3)nc(N)nc21
24: COc1c2ccoc2cc2oc(C)c(C(C)=O)c(=O)c12

Compound,17,18,19,20,21,22,23,24
NCI/ADR-RES,75,108,97,60,-64*,94,71,98
SK-OV-3,72,102,108,109,-100*,93,95,98
OVCAR-4,39,105,104,75,-83*,116,82,110
IGROV1,41,114,101,43,-81*,104,91,107
OVCAR-5,79,106,95,83,-85*,100,82,96
OVCAR-8,71,103,105,25,-84*,95,93,104
OVCAR-3,71,104,116,32,-97*,107,81,106
DU-145,74,106,113,44,-93*,103,78,110

25: CC12CCCCC13NC(=O)C2(C#N)C(C#N)=C(Cl)N3 (stereo not drawn)
26: O=C(CNc1ccc(Br)cc1)N1CCN(c2ncnc3c2cnn3-c2ccccc2)CC1
27: O=C(Cn1cc(CN2CCN(c3ccnc4cc(Cl)ccc34)CC2)nn1)Nc1cccc(F)c1
28: CCCCOc1nc(C)cc(C)c1C#N
29: CCOC(=O)C/C(=C\c1ccccc1)C(C)=O
30: Cc1ccc(NC(=O)NCC2(C)CC(NC(=O)Nc3ccc(C)cc3)CC(C)(C)C2)cc1 (stereo not drawn)
31: N#Cc1c(N2CCNCC2)[nH]n(C2=Nc3ccccc3Sc3ccccc32)c1=O
32: N=C1SC2C(=NC(=S)NC2c2ccc(O)cc2)N1c1nccs1 (stereo not drawn)

Compound,25,26,27,28,29,30,31,32
NCI/ADR-RES,99,61,106,100,110,96,91,102
SK-OV-3,107,62,57,100,75,92,93,103
OVCAR-4,108,51,103,97,112,87,117,108
IGROV1,112,61,100,103,109,86,108,99
OVCAR-5,98,85,105,95,108,117,122,101
OVCAR-8,104,61,98,106,91,76,102,101
OVCAR-3,109,87,105,110,107,108,105,112
DU-145,107,66,117,104,109,94,100,115

33: c1ccc(-c2nc(-c3ccc4[nH]ncc4c3)[nH]c2-c2ccccc2)cc1
34: Cc1csc(=N)n1/N=C/c1cccnc1
35: O=C(CCCCCCN1CC(=O)N2[C@@H](c3cccc(Cl)c3)c3[nH]c4ccccc4c3C[C@H]2C1=O)NO
36: Cc1[nH]c(/C=C/C(=O)c2ccc(C(F)(F)F)c(F)c2)c(C)c1C(=O)NNc1ccccc1
37: CC1NCC(=O)N1O (stereo not drawn)
38: O=C(NC1CCCCC1)c1ccc(Cl)cc1Cl
39: CCOCC[P+](c1ccccc1)(c1ccccc1)c1ccccc1
40: C#Cc1cccc(NC(=O)c2cccc(NC(=O)CCl)c2)c1

Compound,33,34,35,36,37,38,39,40
NCI/ADR-RES,102,97,94,65&81,106,105,100,-11*[8.25 µM]
SK-OV-3,96,100,52,75&102,102,129,60,56[8.25 µM]
OVCAR-4,98,122,61,87&96,114,110,36,-38*[8.25 µM]
IGROV1,107,112,4.6*,75&84,92,115,47,-53*[8.25 µM]
OVCAR-5,113,96,54,83&93,104,103,76,8.4*[8.25 µM]
OVCAR-8,109,105,35,81&86,101,107,47,-28*[8.25 µM]
OVCAR-3,68,100,36,82&96,112,110,34,-71*[8.25 µM]
DU-145,114,103,46,91&94,122,116,60,4.8*[8.25 µM]

41: O=CNc1ccccc1-c1ccccc1
42: Cc1ccc(NC(=O)c2ccc(CN3CCN(C)CC3)c(I)c2)cc1Oc1ccc(-c2[nH]nc3ncnc(N)c23)cc1
43: CCOC1=C(C#N)C(Nc2ccc(S(N)(=O)=O)cc2)=C(C#N)C(Cl)N1 (stereo not drawn)
44: Cc1ccccc1OCC(O)CN1CCN(c2ccccc2)CC1 (stereo not drawn)
45: CCN(CC)CCNc1cc(OC)c(N)c2cccnc12
46: CC(C)(CC(=O)O)Cc1ccccc1
47: CCn1cc(C(=O)NNC(=S)Nc2ccc(C)cc2)c(=O)c2ccc(C)nc21
48: CCCc1nn(-c2ccccc2)c2c1C(c1cc3c(cc1Br)OCO3)C(C#N)=C(N)O2 (stereo not drawn)

Compound,41,42,43,44,45,46,47,48
NCI/ADR-RES,105,45,102,104,78,122,96,108
SK-OV-3,99,109,109,110,101,104,106,109
OVCAR-4,96,96,104,105,97,102,102,109
IGROV1,106,88,99,100,73,110,96,109
OVCAR-5,95,96,104,96,110,102,107,108
OVCAR-8,111,92,105,104,74,104,96,106
OVCAR-3,110,102,113,108,94,121,103,100
DU-145,109,100,112,104,89,121,108,106

49: C#C[C@@]1(O)[C@@H](CO)O[C@@H](n2cc(Br)c3c(N)ncnc32)[C@@H]1O
50: CCn1c(Sc2nnc(/N=C3\NC(=O)/C(=C/c4ccc([N+](=O)[O-])cc4)S3)s2)nc2c1c(=O)n(C)c(=O)n2C
51: Cc1nn(-c2ccccc2)c(Oc2ccc(Br)cc2)c1/C=N\N=c1/sc2ccccc2n1C
52: O=C(/C=C(O)/C=C/c1csc2ccccc12)/C=C/c1csc2ccccc12
53: O=C(Nc1ccc(Br)cc1F)c1cc(Br)ccc1O
54: CCOC(=O)c1c[nH]c2cc(Cl)ccc2c1=O
55: CCN1C(=O)/C(=C/N2N=C(c3ccc(Cl)cc3)CC2c2ccc(OC)cc2)SC1=S (stereo not drawn)
56: CC(=O)Nc1cccc(Nc2nc(N[C@H]3CCCc4ccccc43)c3ccccc3n2)c1

Compound,49,50,51,52,53,54,55,56
NCI/ADR-RES,1.2*,105,95,100,7.4*,106,97,100
SK-OV-3,-8.0*,102,91,110,12,96,87,92
OVCAR-4,5.8*,112,105,112,22,104,84,104
IGROV1,-22*,100,91,97,15,107,84,111
OVCAR-5,19,96,85,117,25,101,101,103
OVCAR-8,-0.4*,94,89,104,12,96,93,103
OVCAR-3,-26*,103,99,103,5.4*,106,104,107
DU-145,5.0*,101,111,107,21,108,108,104

57: NCC(=O)N1CCC[C@H]1C(=O)OC/C=C/c1ccccc1
58: O=C1c2ccccc2NC(c2cc3ccccc3c3ccccc23)N1/N=C/c1cc2ccccc2c2ccccc12 (stereo not drawn)
59: COc1cc(C)c2c(c1OC)Cc1c(C)cc(OC)c(OC)c1C2
60: Cn1cc2c(c1-c1ccccc1)CCc1cncnc1-2
61: COc1ccc(C2OC(Cn3nnnc3-c3ccccc3)=NN2C(C)=O)cc1 (stereo not drawn)
62: O=C(Nc1ccc(-c2nc3ccccc3c(=O)[nH]2)cc1)c1cccnc1
63: C/C(=C(/C)C1CC1CCNS(=O)(=O)c1ccc(C)cc1)c1cc(C)cc(C)c1 (stereo not drawn)
64: CCCCCC[C@@H](O)C/C=C\CCCCCCCC(=O)O

Compound,57,58,59,60,61,62,63,64
NCI/ADR-RES,108,·,·,116,101,105,95,106
SK-OV-3,116,98,97,105,·,88,·,107
OVCAR-4,99,104,65,107,·,109,101,106
IGROV1,96,·,72,·,96,104,95,97
OVCAR-5,110,97,·,128,116,103,99,97
OVCAR-8,102,105,91,110,104,92,101,98
OVCAR-3,110,101,94,116,111,107,104,111
DU-145,110,112,99,114,116,102,104,122

65: CCc1cccc2c1NC(=O)C2=O
66: Cc1cc(C(C)(C)C)cc(C)c1Br
67: COc1cc(C2C(C(=O)Nc3ccccn3)=C(C)NC(C)=C2C(=O)Nc2ccccn2)cc(CN2CCOCC2)c1O
68: CCC(COC(=O)CS)(COC(=O)CS)COC(=O)CS
69: Cc1ccc2c(n1)C(=O)C(Cl)=C(Nc1ccc(C(F)(F)F)cc1)C2=O
70: Cc1ccc(C=C2C(=O)NC(=O)NC2=O)cc1
71: CN(C)c1nc(N)nc(N)n1
72: C/C(=N/O)c1ccc(N2C(=O)c3cc(C)c(C)cc3C2=O)cc1
73: COC(=O)c1ccc2c(c1)nc(-c1ccc(O)c(OC)c1)n2-c1cc(C(C)(C)C)[nH]n1
74: COc1cccc(/C=N/NC(=O)N/N=C/c2cccc(OC)c2O)c1O
75: Cc1ccc2c(c1)C(=O)N(N(C)C)CC(=O)N2

Compound,65,66,67,68,69,70,71,72,73,74,75
NCI/ADR-RES,92&113,111,101,106,88,102,110,102,98,74,96
SK-OV-3,106&94,108,108,106,82,105,110,117,133,100,102
OVCAR-4,116,115,99,103,-96*,110,108,97,111,79,102
IGROV1,116&77,112,107,118,-58*,104,105,105,101,58,102
OVCAR-5,101&114,105,94,105,110,107,109,103,117,98,108
OVCAR-8,91&103,111,98,100,39,100,103,103,99,83,109
OVCAR-3,105&112,120,86,110,-49*,105,106,·,98,81,104
DU-145,106&113,121,99,102,105,108,103,103,118,83,101

Molecules listed so far that have an aryl methoxy group:
4: C=C1c2nc3ccccc3n2C=C(c2ccc(OC)cc2)N1Cc1ccc(Cl)cc1
11: CC[C@]12C=CCN3CC[C@@]4(c5ccc(OC)cc5N(C)[C@H]4[C@@](O)(C(=O)OC)[C@@H]1OC(=O)CCC[P+](c1ccc(OC)cc1)(c1ccc(OC)cc1)c1ccc(OC)cc1)[C@@H]32
17: COc1cc(C2=NNC(c3ccc(Oc4ccc(Br)cc4)cc3)C2)cc(OC)c1OC (stereo not drawn)
24: COc1c2ccoc2cc2oc(C)c(C(C)=O)c(=O)c12
45: CCN(CC)CCNc1cc(OC)c(N)c2cccnc12
55: CCN1C(=O)/C(=C/N2N=C(c3ccc(Cl)cc3)CC2c2ccc(OC)cc2)SC1=S (stereo not drawn)
59: COc1cc(C)c2c(c1OC)Cc1c(C)cc(OC)c(OC)c1C2
61: COc1ccc(C2OC(Cn3nnnc3-c3ccccc3)=NN2C(C)=O)cc1 (stereo not drawn)
67: COc1cc(C2C(C(=O)Nc3ccccn3)=C(C)NC(C)=C2C(=O)Nc2ccccn2)cc(CN2CCOCC2)c1O
73: COC(=O)c1ccc2c(c1)nc(-c1ccc(O)c(OC)c1)n2-c1cc(C(C)(C)C)[nH]n1

Compound,4,11,17,24,45,55,59,61,67,73
NCI/ADR-RES,84,80,75,98,78,97,·,101,101,98
SK-OV-3,90,-85*,72,98,101,87,97,·,108,133
OVCAR-4,101,-75*,39,110,97,84,65,·,99,111
IGROV1,80,-92*,41,107,73,84,72,96,107,101
OVCAR-5,104,-96*,79,96,110,101,·,116,94,117
OVCAR-8,91,-86*,71,104,74,93,91,104,98,99
OVCAR-3,98,-74*,71,106,94,104,94,111,86,98
DU-145,93,-75*,74,110,89,108,99,116,99,118

74: COc1cccc(/C=N/NC(=O)N/N=C/c2cccc(OC)c2O)c1O

Compound,74
NCI/ADR-RES,74
SK-OV-3,100
OVCAR-4,79
IGROV1,58
OVCAR-5,98
OVCAR-8,83
OVCAR-3,81
DU-145,83

Source: PubChem BioAssay (NCI)
